High-throughput results (PubChem BioAssay)
PRMT1 FP inh – PRMT1 (human) inhibition, primary screen | recombinant PRMT1, activity-based probe fluorescence polarization | Q99873 | inhibition, % at 2.79 µM | 1.3% of 370,000 active;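 active means inhibition above about 21% made by adding two undisclosed values, limit read from the data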
HTRA1 inhibitor – blocks human HTRA1 serine peptidase | Q92743 | recombinant HTRA1, FP-rhodamine activity-based probe, fluorescence polarization | inhibition, % at 5.96 µM | 0.5% of 340,000 active | AID 504803; in the data active means inhibition above about 36%;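 further: 0% = enzyme with DMSO and 100% = wells lacking enzyme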
Target sequence (Q92743 whole entry, looked up): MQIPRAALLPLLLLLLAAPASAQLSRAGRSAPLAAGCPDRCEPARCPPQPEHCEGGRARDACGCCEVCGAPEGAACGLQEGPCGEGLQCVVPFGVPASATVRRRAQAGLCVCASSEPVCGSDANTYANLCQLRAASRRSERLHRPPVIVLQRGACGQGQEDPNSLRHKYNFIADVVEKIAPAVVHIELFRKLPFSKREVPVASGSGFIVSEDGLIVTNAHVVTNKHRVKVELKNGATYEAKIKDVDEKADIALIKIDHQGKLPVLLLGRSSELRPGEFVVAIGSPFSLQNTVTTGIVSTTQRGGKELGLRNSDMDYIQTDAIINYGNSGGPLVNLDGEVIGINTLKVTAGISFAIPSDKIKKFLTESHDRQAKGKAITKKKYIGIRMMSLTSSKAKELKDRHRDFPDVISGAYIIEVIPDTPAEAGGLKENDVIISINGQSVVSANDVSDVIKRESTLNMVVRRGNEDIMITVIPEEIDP
SIAE inh – inhibitors of human sialic acid acetylesterase SIAE. Q9HAT2. SIAE FP-Rh probe binding, fluorescence polarization. inhibition, % at 9.66 µM. 0.69% of 370,000 active. AID 1053197;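 active means inhibition above a cutoff: mean of compounds within the control limits plus 3 SD of those, cut at about 17% in these data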;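 further: 0% = plate median of compound wells and 100% = probe without SIAE protein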
ABHD4 inh – inhibitors of mouse ABHD4; purified mABHD4, FP-Rh probe fluorescence polarization; inhibition, % at 8.92 µM; 0.54% of 370,000 active; AID 720543;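 active means inhibition exceeding the mean over every tested compound plus 3 SD, cut at about 30% in these data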;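 further: 0% = plate median of compound wells and 100% = S159A mutant with DMSO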
Target sequence (Q8VD66 whole entry, looked up): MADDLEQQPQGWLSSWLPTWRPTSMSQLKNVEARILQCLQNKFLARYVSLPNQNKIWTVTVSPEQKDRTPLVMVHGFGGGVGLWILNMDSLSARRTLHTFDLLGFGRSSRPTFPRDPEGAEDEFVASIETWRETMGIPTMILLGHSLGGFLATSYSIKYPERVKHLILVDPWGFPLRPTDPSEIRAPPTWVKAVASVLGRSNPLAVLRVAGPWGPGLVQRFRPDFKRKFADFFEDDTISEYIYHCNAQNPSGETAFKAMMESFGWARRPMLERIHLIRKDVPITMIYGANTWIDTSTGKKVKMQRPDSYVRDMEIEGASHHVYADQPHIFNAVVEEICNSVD
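Assay system: mABHD4 protein; medium: HEPES pH 7.0, NaCl, Pluronic buffer; dosing: 8.92 µM, single dose; schedule: 45 min + 60 min at 25 °C; signal: FP readout, ex 525 nm / em 598 nm; read-out: normalized percent inhibition of probe labeling; repeats: single replicate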
TDP2 inh – blocks human TDP2 phosphodiesterase activity. inhibition, % at 12.8 µM. recombinant TDP2, T5PNP hydrolysis, p-nitrophenol absorbance 415 nm. 0.34% of 370,000 active;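 active means inhibition above the mean of all tested compounds plus 3 SD, set per campaign, cut at about 25% in these data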;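 further: 0% = DMSO with enzyme and 100% = buffer with substrate but no TDP2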
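Read-out basis: percent inhibition. System: recombinant human TDP2. Buffer or medium: Mg2+-containing Tris-HCl buffer, pH 7.5. Repeats: single replicate. Timing: reaction 2 h, 37 °C. Benchmarks: high control without enzyme, low control DMSO plus TDP2. Probe or stimulus: 5 mM T5PNP. Doses: 12.8 µM only. Measured by: epi absorbance of p-nitrophenol freed from T5PNP by hydrolysis.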
Tn7 DDE FP – disrupts Tn7 cyclic peptide binding to fibrin D-Dimer-E complex. P02675. FP displacement of FITC-Tn7 peptide from fibrin DD(E); 0% = median of compound wells per plate. inhibition, % at 8.3 µM. 0.13% of 370,000 active. AID 720508;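 active means inhibition above the mean of compounds falling within the control limits plus 3 SD of them, cut at about 14% in these data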;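 further: 0% = plate median of compound wells and 100% = 10 µM Aha-Tn7 peptide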
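Also added: labelled Tn7 tracer, 0.1 µM; Assay system: human fibrin DD(E) protein; Amount: 2 µM fibrin DD(E); Schedule: 10 min compound pre-incubation, 3 h probe incubation at room temperature; Repeats: one replicate per compound; Read-out basis: percent inhibition; Measured by: fluorescence polarization of the labelled Tn7 tracer.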
PG9 binder – PG9 antibody binding by small molecule; TR-FRET gp120-PG9 antibody binding; inhibition, % at 6.7 µM; 0.43% of 360,000 active; AID 624416; in the data active means inhibition above about 8.5%
LEDGF integ inh – blocks HIV-1 LEDGF/p75-dependent DNA integration. TR-FRET IN-LEDGF/p75 DNA integration, Eu/Cy5. inhibition, % at 3.7 µM. 0.64% of 370,000 active. AID 743269;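 active means inhibition above the screen-wide mean plus 3 SD, cut at about 13% in these data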;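 further: signal is the Cy5 over europium emission ratio at 671 and 618 nm; 0% = plate median of compound wells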
TCR CD3 inh – blocks the human TCR-CD3 interaction; 0.37% of 360,000 active; inhibition, % at 9.4 µM; AID 651800; TAMRA-labeled TCR probe fluorescence, biochemical; in the data active means inhibition above about 19%;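 further: recombinant mutant TCR 2C K166C tagged with TAMRA read by polarization; 0% = receptor in buffer alone and 100% = receptor with positive control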
UHRF1 binding – blocks human UHRF1 binding to methylated DNA | Q96T88 | UHRF1 binding to methylated oligo, TR-FRET | inhibition, % at 4.4 µM | 0.75% of 370,000 active | AID 687016; in the data active means inhibition above about 21%;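 further: UHRF1 SRA domain binding a hemimethylated CpG hairpin DNA probe; 0% = median of test compound wells and 100% = reference inhibitor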
Starred values were filed as active, the others as inactive; · = no result given.

Value order: LEDGF integ inh	HTRA1 inhibitor	ABHD4 inh	PG9 binder	PRMT1 FP inh	Tn7 DDE FP	TCR CD3 inh	TDP2 inh	SIAE inh	UHRF1 binding
1	COc1ccc(-c2cc(C3CCN(c4cc(Cl)nc(N)n4)CC3)[nH]n2)cc1
  1	-27	-10	-1.9	-5	-9	3	1	-3	3
2	CC(=O)N1CCOc2ccc(S(=O)(=O)N3CCC(C(=O)Nc4cc(C)ccc4C)CC3)cc21
  -3	-3	-3	-0.3	3	5	-10	1	4	3
3	CNc1oc(-c2ccco2)nc1C#N
  -3	4	9	-1.4	-1	-7	-8	3	0	-1
4	O=C(Nc1nncs1)C1CC(=O)N(CCc2ccc(F)cc2)C1 (centres undefined)
  2	-13	-1	-0.8	-5	-2	5	12	2	-3
5	CCOc1ccccc1NC(=O)NC(=O)N(C)S(=O)(=O)c1ccc(C)cc1
  2	-28	-11	-0.4	-1	8	-2	13	-4	0
6	Cc1nc(CS(=O)(=O)c2ccc(Cl)cc2)cc(Sc2ccc(Cl)cc2)n1
  2	-11	-1	-0.2	-2	0	-1	22	-5	0
7	O=C(Nc1cccc2ccccc12)N1CC=CCC1
  1	4	6	0.5	6	5	-2	1	1	-1
8	N#Cc1c(C(F)(F)F)cc(-c2ccccc2)nc1SCc1nc(N)nc(N2CCOCC2)n1
  -4	4	8	2.0	1	-6	1	-6	-11	-1
9	NC(=O)CN1CCN(Cc2ccc3c(c2)OCO3)CC1
  6	7	-1	1.2	-5	-4	2	5	10	-2
10	O=C(c1cc(-c2cccs2)on1)N1CCN(C(c2ccccc2)c2ccccc2)CC1
  1	12	8	-1.1	-1	-2	7	-13	-10	-1
11	COc1ccc(-n2c(Cn3c(=O)sc4ccccc43)nnc2SCC(N)=O)cc1
  6	10	1	-0.2	-6	-2	-2	-7	2	-2
12	Nc1c(C(=O)O)cnc2c(-c3ccc(Cl)cc3)cnn12
  -2	-2	8	-1.8	-1	6	-4	5	-10	0
13	COc1ccccc1-c1nc2cc3ccccc3cc2nc1-c1ccccc1
  1	-15	-5	-1.9	0	-6	3	-1	-8	3
14	CC(C)Sc1nc2c(c(=O)[nH]c(=O)n2C)n1CC(O)COc1ccccc1 (centres undefined)
  3	2	-8	-1.3	5	-4	-2	-13	-7	5
15	CCOC(=O)N1CCN(C(=O)CNC(=O)c2ccc(Br)o2)CC1
  -2	-8	-6	-0.8	3	0	-5	-2	3	2
16	CC(C)c1nc2c(s1)CCc1onc(-c3cccc([N+](=O)[O-])c3)c1-2
  0	4	2	1.7	2	0	-5	13	5	2
17	COc1ccccc1-n1nnnc1SCC(=O)Nc1ccc(C)c(N)c1
  0	2	9	-1.0	6	-10	-1	-5	0	-1
18	c1coc(CNc2nc(N3CCCCC3)nc3ccccc23)c1
  -2	-8	2	0.8	-2	1	3	0	-1	1
19	CCOC(=O)CSc1nnc(CNc2ccc(F)cc2)o1
  2	5	-3	0.6	-1	-2	3	8	0	-2
20	C=CCn1c(SCC(=O)Nc2ccc3c(c2)OCCO3)nnc1-c1ccccn1
  3	-1	3	-0.5	-3	-6	4	0	0	-3
21	CCC1(c2ccccc2)NC(=O)N(CC(=O)NCc2ccc(F)cc2)C1=O (centres undefined)
  1	-2	0	1.4	-2	-3	3	4	-11	-3
22	CCN1CCN(C(c2cccc(OC)c2)c2sc3nc(C)nn3c2O)CC1 (centres undefined)
  2	5	-4	0.0	-5	-7	10	-1	1	-5
23	O=S(=O)(Nc1nc2c(s1)CCCC2)c1ccc(Br)cc1
  0	-11	16	-2.1	0	2	4	0	5	-1
24	Cc1cc(C)c2cc3c(N)c(C(=O)N4CCc5ccccc5C4)sc3nc2c1
  1	-20	-8	0.3	4	3	7	0	-5	-12
25	N#Cc1ccc(/C=N/NC(=S)Nc2ccc(S(=O)(=O)N3CCOCC3)cc2)cc1
  -1	-11	3	-2.5	-4	3	-2	12	-8	-6
26	O=C1Nc2ccc3c(c2C1=Cc1cc2c(cc1Br)OCO2)OCO3
  -4	6	13	2.2	-1	0	-4	-8	3	2
27	COc1cccc(N/C(SCc2ccccc2F)=C(/C#N)C(=O)NCc2cccs2)c1
  1	-57	-13	-1.5	-1	-2	-2	-8	-7	0
28	CCCCc1ccc(NC(=O)N[C@@H](C)C(=O)O)cc1
  3	5	-7	-1.0	-8	-4	4	1	2	0
29	O=C(COC(=O)/C=C/c1ccc(Cl)cc1)NC1CCS(=O)(=O)C1 (centres undefined)
  4	1	-2	-1.5	1	1	0	1	-6	-3
30	CCOC(=O)n1c(=O)n(Cc2ccccc2Cl)c2ccccc21
  4	-6	-8	-0.7	0	-1	5	1	1	-1
31	O=C(O)c1cccc(CN2C(=O)CSC2=O)c1
  2	-3	-5	1.4	-1	3	3	8	-8	0
32	CC(=O)c1cccc(NC(=O)C2CC(=O)N(Cc3ccccc3)C2)c1 (centres undefined)
  1	6	6	1.9	-2	4	10	13	-1	-2
33	O=C(NCCc1ccccc1F)c1ccc2c(c1)OCCO2
  -6	1	-16	-2.1	5	3	-5	-8	2	6
34	NC(=O)N/N=C/c1coc2ccc(O)cc2c1=O
  8	2	6	-0.2	-2	-6	3	10	10	-5
35	Cc1ccc(C(=O)Nc2nc3n(n2)C(c2ccccc2)CC(=O)N3)cc1 (centres undefined)
  -4	·	1	0.0	0	-1	-3	6	-7	0
36	CCN1CCc2c(OCc3ccccc3)cccc2C1=O
  0	-4	1	0.0	2	-1	5	9	-4	-3
37	COCCCN1C(=O)C(CC(=O)NC2CCCC2)CC(C(=O)N2CCOCC2)=C1C (centres undefined)
  -5	1	2	-0.8	4	-8	-1	-3	-3	1
38	Cc1ccc(NC(=S)N2CCN(c3ccccn3)CC2)cc1C
  4	9	-8	-3.2	-1	-1	-13	-14	-1	1
39	COc1cccc(CN(C)C(=O)CSCC(=O)Nc2cccc(C)c2)c1OC
  -4	7	0	-0.3	3	6	-8	0	1	-1
40	Cn1cc(C(=O)c2cccc(Cl)c2)cc1/C=N\O
  3	-7	-1	-0.1	-1	-2	-1	6	-1	-2

Two compounds drawn at random from those above, as already listed:
Value order: LEDGF integ inh	HTRA1 inhibitor	ABHD4 inh	PG9 binder	PRMT1 FP inh	Tn7 DDE FP	TCR CD3 inh	TDP2 inh	SIAE inh	UHRF1 binding
28	CCCCc1ccc(NC(=O)N[C@@H](C)C(=O)O)cc1
  3	5	-7	-1.0	-8	-4	4	1	2	0
39	COc1cccc(CN(C)C(=O)CSCC(=O)Nc2cccc(C)c2)c1OC
  -4	7	0	-0.3	3	6	-8	0	1	-1

Further structures:
Value order: LEDGF integ inh	HTRA1 inhibitor	ABHD4 inh	PG9 binder	PRMT1 FP inh	Tn7 DDE FP	TCR CD3 inh	TDP2 inh	SIAE inh	UHRF1 binding
41	Cc1nc(N(C)C)ncc1C(=O)O
  -4	-1	0	0.3	5	0	-8	-10	-4	2
42	COc1ccc(NC(=O)C2(C)Cc3c(-c4ccc(NC(C)=O)cc4)ccnc3O2)cc1 (centres undefined)
  1	·	-13	-1.2	2	0	-3	2	1	2
43	COc1ccc([C@H]2OC(=O)C[C@H]2C(=O)N2CCCCC2)cc1OC
  1	·	1	·	7	-3	·	-3	2	-3
44	COc1ccccc1NC(=O)c1ccc2c(c1)CCN2S(C)(=O)=O
  -4	-1	3	0.3	2	0	-7	-2	0	3
45	COc1ccccc1-c1nnc(SCC(=O)NCc2ccco2)n1N
  2	5	0	0.3	-2	-14	6	-4	-3	2
46	N#C/C(=C\c1ccc(OC(=O)c2ccccn2)cc1)C(N)=O
  -1	1	3	-0.6	1	6	-4	9	3	18
47	COc1ccccc1N1CCN(C(=O)c2oc3c(c2C)C(=O)CC(C)(C)C3)CC1
  0	3	3	-1.0	4	4	2	18	1	0
48	CCOc1ccc(S(=O)(=O)NCC(c2ccc3c(c2)OCO3)N2CCN(C)CC2)cc1 (centres undefined)
  -3	2	0	0.3	-1	3	7	1	5	-1
49	COc1ccc(C(=O)NC(=S)Nc2cccnc2)cc1Cl
  0	3	-3	-0.4	0	2	7	-12	1	1
50	CSCC[C@H](NC(=O)C1CCC(CNC(=O)[C@@H]2CCCN2C(=O)OC(C)(C)C)CC1)C(=O)O (some centres undefined)
  -5	6	2	-0.5	1	2	3	8	-6	40*
51	COc1ccc(-c2nnc3n(CCc4ccccc4)c(=O)c4ccccc4n23)cc1OC
  3	-1	0	-0.5	-1	1	3	0	0	7
52	COc1cccc(NC(=O)CN(C)C(=O)CC2CCCC2)c1
  -6	-1	-2	2.3	1	5	-2	-2	-2	1
53	CCOC(=O)c1c(C)n(C)c2ccc(OCC(O)CN3CCCCCC3)cc12 (centres undefined)
  -1	-2	-1	0.1	3	5	-2	3	-2	5
54	COc1ccccc1NC(=O)Cn1cnc2c1c(=O)n(C)c(=O)n2C
  1	9	-2	0.3	1	1	1	-5	-4	-2
55	CC1(C)C(C=C(Cl)Cl)C1C(=O)N1CCN(Cc2ccccc2)CC1 (centres undefined)
  3	-6	-8	-1.4	1	-9	6	-5	-8	0
56	COc1cccc(CN2CCN(Cc3ccc4c(NC(C)=O)cccc4n3)CC2CCO)c1 (centres undefined)
  0	4	-6	-0.3	4	5	-8	-6	-4	4
57	CSc1nc(C)c(Oc2ccccc2)c(=O)n1C
  -4	-1	2	0.9	2	-3	-1	1	-1	5
